# pPAFAH FP inh = pPAFAH enzyme inhibitors, primary screen, biochemical, fluorescence polarization, human | Platelet-activating factor acetylhydrolase (Homo sapiens), Q13093 | recombinant pPAFAH, FP-rhodamine probe fluorescence polarization | inhibition, % at 3.39 µM | 1.5% of 330,000 active | AID 463082, 2010;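 active = inhibition above the mean inhibition across the screen plus 3 SD, cut at about 25% in these data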;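 also: inhibitors block binding of the rhodamine activity-based probe so polarization drops; 0% = enzyme with DMSO and 100% = wells lacking pPAFAH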
# MCL1 BIM primary = inhibitors of MCL1 binding to BIM-BH3, primary screen, biochemical, fluorescence polarization. Induced myeloid leukemia cell differentiation protein Mcl-1 (Homo sapiens), Q07820. GST-MCL1 / FITC-Bim-BH3 fluorescence polarization. inhibition, % at 10.9 µM. 0.68% of 320,000 active. AID 2057, 2009;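 active = inhibition above the mean inhibition of all tested compounds plus 3 SD, set per campaign, cut at about 40% in these data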;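 also: 0% = DMSO wells and 100% = unlabeled Bim-BH3 peptide control; higher means more loss of mP so more displacement of Bim peptide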
# Target sequence (Q07820 whole entry, looked up): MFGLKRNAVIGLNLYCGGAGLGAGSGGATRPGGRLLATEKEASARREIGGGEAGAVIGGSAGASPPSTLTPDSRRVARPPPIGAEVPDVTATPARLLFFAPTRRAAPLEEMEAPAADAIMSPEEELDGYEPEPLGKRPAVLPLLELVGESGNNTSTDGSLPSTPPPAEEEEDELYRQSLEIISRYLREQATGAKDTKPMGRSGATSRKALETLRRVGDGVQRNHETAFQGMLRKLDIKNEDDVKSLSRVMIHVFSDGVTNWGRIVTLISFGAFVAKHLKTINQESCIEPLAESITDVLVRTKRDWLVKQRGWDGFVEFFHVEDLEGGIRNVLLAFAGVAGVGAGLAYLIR
# MEX-5 binding = MEX-5 zinc finger RNA-binding disruptors – biochemical, C. elegans, fluorescence polarization, MLPCN library, primary screen. 0.38% of 300,000 active. activity score (negative = inhibition of binding), % at 10 µM. Zinc finger protein mex-5 (Caenorhabditis elegans), Q9XUB2. AID 1832, 2009. MEX-5/FITC-TCR2 RNA binding; active compounds read low;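 active = inhibition past about -25% in most replicates, and total fluorescence under double the plate's negative control median, limit read from the data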;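 also: 0% = DMSO and -100% = 5 µM competing unlabeled TCR2 RNA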
# GLD-1 RNA inh = GLD-1/TGE RNA complex disruptors, primary screen, biochemical, fluorescence polarization. purified GLD-1 + fluorescein TGE RNA. inhibition, % at 5.96 µM. 0.44% of 320,000 active. AID 2280, 2010;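 active = percent inhibition above a per-plate cutoff, the plate mean of test compounds plus 3 SD, cut at about 30% in these data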;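 also: 0% = DMSO wells with GLD-1 and probe and 100% = wells lacking GLD-1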
# AHR activator = AHR activators, primary screen, cell-based, luminescence, luciferase reporter, human; 2.5% of 320,000 active; AHR-responsive luciferase reporter cells; Aryl hydrocarbon receptor (Homo sapiens), P35869; activation, % at 5 µM; AID 2796, 2010; in the data active = activation above about 47%;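 also: 0% = vehicle wells and 100% = reference agonist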
# PME-1 inh = PME-1 inhibitors via competitive probe labeling, primary screen, biochemical, fluorescence polarization, FP-Rh probe, HTS. Protein phosphatase methylesterase 1 (Homo sapiens), Q9Y570. recombinant PME-1. inhibition, % at 5.9 µM. 0.53% of 320,000 active;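 active = inhibition above the campaign mean of all compounds plus 3 SD, cut at about 26% in these data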;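 also: competitive labeling of PME-1 active site by serine hydrolase directed probe; 0% = PME-1 with DMSO and 100% = wells lacking PME-1 enzyme; inhibitors block probe labeling so polarization falls and inhibition rises; many of its hits are not listed in these tables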
# Target sequence (Q9Y570 whole entry, looked up): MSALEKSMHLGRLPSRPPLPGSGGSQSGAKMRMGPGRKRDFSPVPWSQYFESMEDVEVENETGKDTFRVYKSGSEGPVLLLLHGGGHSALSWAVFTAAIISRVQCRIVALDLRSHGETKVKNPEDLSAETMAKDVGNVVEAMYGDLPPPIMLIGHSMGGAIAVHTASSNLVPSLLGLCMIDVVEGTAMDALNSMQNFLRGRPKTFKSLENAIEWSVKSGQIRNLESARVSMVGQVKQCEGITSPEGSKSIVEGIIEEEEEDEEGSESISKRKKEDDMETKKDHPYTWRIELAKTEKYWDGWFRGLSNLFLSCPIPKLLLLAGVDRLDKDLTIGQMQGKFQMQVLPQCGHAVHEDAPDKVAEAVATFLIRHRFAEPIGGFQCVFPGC
# Fam108B inh = mouse Fam108B serine hydrolase inhibitors, primary screen, counter-screen for RBBP9 inhibitor project, biochemical, fluorescence polarization; 0.33% of 300,000 active; recombinant Fam108B, FP-Rh probe fluorescence polarization; inhibition, % at 9.51 µM; AID 1947, 2009;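 active = inhibition above the screen mean inhibition plus 3 SD, computed separately per campaign, cut at about 18% in these data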;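 also: inhibitors lower polarization as less probe binds the enzyme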
# PAFAH1B2 FP inh = PAFAH1B2 enzyme inhibitors, primary screen, biochemical, fluorescence polarization, human; Platelet-activating factor acetylhydrolase IB subunit alpha2 (Homo sapiens), P68402; recombinant PAFAH1B2, FP-rhodamine activity probe; inhibition, % at 3.39 µM; 1.2% of 340,000 active; AID 492953, 2010;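 active = inhibition above the mean of all tested compounds plus 3 SD, cut at about 24% in these data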;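 also: 0% = enzyme with DMSO and 100% = wells lacking PAFAH1B2; many of its hits are not listed in these tables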
# Bcl-xL primary = inhibitors of human Bcl-xL, primary screen, biochemical, fluorescence polarization, HTS. Bcl-2-like protein 1 (Homo sapiens), Q07817. GST-Bcl-xL / FITC-Bim BH3 peptide fluorescence polarization. inhibition, % at 10.9 µM. 0.7% of 320,000 active;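 active = inhibition above the mean of all tested compounds plus 3 SD, cutoff set per campaign, cut at about 30% in these data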;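 also: 0% = DMSO wells and 100% = unlabeled Bim-BH3 peptide competitor; inhibitors lower millipolarization by displacing the labeled peptide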
# Target sequence (Q07817 whole entry, looked up): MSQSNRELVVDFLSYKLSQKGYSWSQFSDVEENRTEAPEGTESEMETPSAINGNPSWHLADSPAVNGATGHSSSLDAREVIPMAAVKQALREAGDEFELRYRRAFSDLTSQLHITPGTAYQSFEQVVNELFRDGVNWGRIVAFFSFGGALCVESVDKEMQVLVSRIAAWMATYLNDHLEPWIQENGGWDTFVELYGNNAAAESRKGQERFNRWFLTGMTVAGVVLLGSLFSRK
# * marks the source's active call; other numbers are inactive results; / = not tested or not shown.
SMILES,pPAFAH FP inh,MCL1 BIM primary,MEX-5 binding,GLD-1 RNA inh,AHR activator,PME-1 inh,Fam108B inh,PAFAH1B2 FP inh,Bcl-xL primary
CCOC(=O)Cn1c(=O)oc2cc(S(=O)(=O)N3CCN(C(=O)OCC)CC3)ccc21,-1,0,-3.1,-5,2,-1,0,4,-2
COC(=O)COc1coc(CN2CCN(c3cccc(Cl)c3)CC2)cc1=O,3,2,0.0,7,0,-2,-2,-1,7
Cc1ccc(C)c(N(CC(=O)N2CCc3ccccc3C2)S(C)(=O)=O)c1,5,-2,-1.2,0,-1,1,0,7,4
O=C(CSc1nnc2scc(-c3ccccc3)n12)N1CCCc2ccccc21,5,5,2.4,0,3,1,1,4,-2
COc1ccccc1N1C(=O)C2C3C=CC(CC3)C2C1=O (configuration not stated),0,11,-2.9,-4,-2,7,4,2,5
COc1ccc(COC(=O)C2CCN(S(=O)(=O)c3ccc(OC)c(OC)c3)CC2)cc1,2,7,/,6,-2,3,/,0,3
CCOc1ccccc1C1CC(c2ccccc2)Nc2nc(N)nn21 (configuration not stated),7,6,-0.1,4,2,-2,-2,4,3
CCOC(=O)C1CCN(Cc2cc(=O)oc3c(C)c(C)ccc23)CC1,4,-1,-0.2,6,-4,4,-5,-2,2
COc1ccccc1NC(=O)c1ccc([N+](=O)[O-])cc1[N+](=O)[O-],4,-1,-1.9,-4,104*,12,5,3,4
CCCCNC(=S)NNC(=O)c1csc2c1CCC(C)C2 (configuration not stated),6,2,-1.8,1,9,-7,-1,9,2
O=c1[nH]cnc2sc3c(c12)CN(Cc1ccccc1)CC3,-2,58*,1.3,-9,2,-3,3,2,73*
CCCCCCn1c(CN2CCN(C(=O)OCC)CC2)nc2c1c(=O)n(C)c(=O)n2C,0,3,0.3,-2,-6,3,1,5,0
COCCCNC(=O)CN(CCc1ccccc1)S(=O)(=O)c1ccc(OC)cc1,8,0,-2.4,0,6,2,-2,6,7
O=C(N/C=C/n1cnc2cc(C(F)(F)F)ccc21)c1ccccc1,-2,3,-1.1,-4,15,-6,1,5,-1
COCc1nnc(SCC(=O)NCc2ccccc2)n1-c1ccccc1,4,2,1.1,3,-1,5,0,1,-5
NS(=O)(=O)c1ccc(CCNC(=O)CN2CCCCCC2)cc1,2,4,2.0,0,2,3,1,-2,-4
N=C(N)SCc1ccc(Cl)cc1Cl,-3,-8,0.8,4,0,-3,-1,1,-3
Cc1ccc(-c2nc(CSCC(=O)NCc3cccnc3)c(C)o2)cc1,9,8,-2.4,7,1,-1,2,-1,0
N#CCN(C(=O)COC(=O)CCCNC(=O)c1ccc(Cl)cc1)c1ccccc1,7,5,/,1,0,7,/,8,2
O=C(C1=C[C@H](c2ccc3c(c2)OCO3)C[C@H](OCc2ccc(CO)cc2)O1)N1CCCCCCC1,0,11,0.3,-3,2,-1,-1,0,8
Cc1c(C(=O)O)oc2ccc(S(=O)(=O)NCCC3=CCCCC3)cc12,11,3,0.7,4,1,5,-1,19,10
C/C(=N\Nc1ncc(Br)cn1)c1cccc([N+](=O)[O-])c1,0,-2,1.3,5,-6,0,-1,0,6
CCN(CCCNC(=O)C1c2ccccc2C(=O)N(CCOC)C1c1ccc(F)cc1)Cc1ccccc1 (configuration not stated),6,2,-0.8,-6,0,-7,-7,3,2
CCOc1ccc(-c2ccc(SCC(=O)Nc3nnc(C)s3)nn2)cc1,2,2,-0.5,6,3,-7,-2,1,1
COc1ccc(C[C@H]2CN3C(=NC[C@H]3C)N2CCNC(=O)c2ccc(C)c(Br)c2)cc1,3,4,-1.3,-7,3,4,3,3,2
COc1c(F)c(F)cc2c(=O)c(C(=O)O)cn(C3CC3)c12,0,10,0.8,2,1,5,-2,-2,3
COc1ccc(CC(=O)NCc2cccs2)cc1,3,3,0.6,4,1,1,-3,6,1
CCOC(=O)c1c(C)c(C(=O)Nc2ccc3c(c2)OCO3)c(C)n1C,11,12,-0.1,3,38,0,1,4,5
Clc1ccc(Nc2ncn[nH]2)c(Cl)c1,8,-7,-1.1,-1,-1,-6,-1,7,-3
Cc1noc(C)c1COc1ccc(C(=O)NCC2CCCO2)cc1 (configuration not stated),0,-3,-0.4,2,1,-2,-1,2,2
CSc1ccc(CCNC(=O)C2CCCN(c3nn4c(=O)cc(C)nc4s3)C2)cc1 (configuration not stated),7,1,-1.3,-2,0,-1,4,4,5
C[C@H](O)[C@@H](C(=O)N1CCN(C(=O)OC(C)(C)C)CC1)n1cc(CCCCNC(=O)OC(C)(C)C)nn1,6,12,0.0,11,-5,0,5,1,7
Oc1ccc2ccccc2c1-c1sc(Nc2ccccc2)n[n+]1-c1ccc(F)cc1,3,14,-0.5,-7,7,5,-1,-5,20
O=C(CNC(=O)C12CC3CC(CC(C3)C1)C2)N/N=C\c1ccco1,2,2,-1.8,-4,-3,0,3,12,0
O=C(C1CC(=O)N(c2ccc(F)cc2)C1)N1CCN(c2ccccc2)CC1 (configuration not stated),4,-4,2.9,1,0,12,3,11,0
CN(C)S(=O)(=O)c1ccc(C(=O)Nc2nnc(Cc3ccccc3)s2)cc1,3,0,-0.5,0,4,-2,-2,14,-1
CC(C)n1nc(C(=O)Nc2cccc(S(=O)(=O)NCc3ccco3)c2)c2ccccc2c1=O,4,-5,1.2,-6,4,6,0,2,-8
Nc1nc(=S)c2ncn([C@@H]3O[C@H](CO)[C@@H](O)[C@H]3O)c2[nH]1,-1,5,/,4,-2,-4,2,-5,7
Cc1ccc(-n2c(SCc3ccc([N+](=O)[O-])cc3)nc3ccccc3c2=O)cc1,10,4,0.6,1,-1,6,0,2,2
C/C(=N\NC(=O)c1cc(Br)ccc1O)c1cccs1,11,7,2.2,-10,21,-4,1,2,4
O=C(c1ccc(NS(=O)(=O)c2cccs2)cc1)N1CCCCC1,7,5,0.0,3,-1,2,-2,-3,1
O=C(COC(=O)c1nsc(Cl)c1Cl)NC1CCCCC1,21,-4,1.4,-1,0,-4,0,-1,-1
CCOC(=O)c1c(-c2ccccc2)c2cc(OC)ccc2n1CCCN(C)C,2,2,1.1,-5,0,4,2,5,1
Nc1ccc(-c2nc3cc(N)ccc3o2)cc1,1,5,0.3,1,4,0,5,2,2
CC(=O)Nc1ccc(S(=O)(=O)NCC2CCCO2)cc1 (configuration not stated),0,3,-1.2,4,-3,0,0,-4,-1
CCOc1ccc(C(=O)N2CCC3(CC2)NCCc2[nH]cnc23)cc1,5,6,3.4,7,-2,1,-4,-1,4
CC(C)c1nnc(NC(=O)C2CCN(c3cnccn3)CC2)s1,0,0,/,1,11,6,4,1,0
CCN1CCCC1CNC(=O)Cn1cccc1C(=O)c1ccccc1C (configuration not stated),5,5,1.3,-3,1,-2,0,1,2
COc1ccccc1NC(=O)COC(=O)CNC(=O)c1ccc(OC)c(OC)c1,-3,-3,1.8,-10,2,1,0,3,1
O=C(Nc1ccccc1N1CCCC1)c1cc(S(=O)(=O)N2CCOCC2)ccc1Cl,0,6,2.2,0,19,-5,4,0,8
CSc1ccccc1C(=O)Nc1nccs1,3,0,2.2,-1,10,-1,2,1,1
Cc1cccc(C)c1OCC(=O)Nc1ccc(S(=O)(=O)Nc2ccccn2)cc1,3,5,-1.9,4,3,1,-3,-2,2
COc1cc(C2Nn3c(nnc3-c3ccccc3OC)S2)ccc1O (configuration not stated),2,-9,-6.4,-7,28,1,4,-6,-5
COc1ccccc1C(=O)NCCC(=O)N(C)Cc1cccnc1,-2,5,/,3,2,1,/,6,2
COc1cc2c(CCNC(C)=O)c[nH]c2cc1O,5,2,2.1,3,-4,1,3,-1,-3
CCCCN(C)CCNC(=O)c1cc2cc3ccc(OC)cc3nc2o1,-1,-2,0.8,-6,4,5,4,9,-3
O=C(O)C[C@H]1c2cc(C(F)(F)F)ccc2S(=O)(=O)N1C1CCN(Cc2ccccc2)CC1,8,-5,1.2,4,-2,2,-1,7,-6
Cc1ccn2c(/C=N/OCc3cccc(F)c3)c(-c3ccc(Cl)cc3)nc2c1,3,8,-1.0,0,-4,-5,-4,1,3
Oc1c(Br)cc(C2N=C(c3ccccc3Cl)NO2)cc1Br (configuration not stated),11,6,-1.5,-4,3,-1,-1,5,15
CN(C)CCNC(=O)c1cc2sc3ccccc3c2s1,1,0,1.1,6,6,1,0,4,1

# The final 2 compounds of the section above lead into the next:
SMILES,pPAFAH FP inh,MCL1 BIM primary,MEX-5 binding,GLD-1 RNA inh,AHR activator,PME-1 inh,Fam108B inh,PAFAH1B2 FP inh,Bcl-xL primary
Oc1c(Br)cc(C2N=C(c3ccccc3Cl)NO2)cc1Br (configuration not stated),11,6,-1.5,-4,3,-1,-1,5,15
CN(C)CCNC(=O)c1cc2sc3ccccc3c2s1,1,0,1.1,6,6,1,0,4,1
Cc1cccc(NC(=O)CN2C(=O)NC3(CCCC3)C2=O)n1,6,4,1.7,-13,1,-1,-1,7,2
COc1cc(C(C)=O)ccc1OCC(=O)NCC(c1ccc(F)cc1)N1CCOCC1 (configuration not stated),28*,/,/,9,2,/,/,1,/
O=C(Oc1ccccc1N1C(=O)C2CCCCC2C1=O)c1ccc(Cl)cc1 (configuration not stated),-2,0,0.2,3,18,-7,-4,1,4
Cc1c(Cl)cccc1NC(=O)CCN1CCOCC1,6,-2,-0.8,-2,0,-7,2,-7,9
CCOC(=O)c1c(CN2CCOCC2)oc2ccc(OC(C)=O)cc12,-1,2,2.0,3,3,0,-3,4,-3
Cc1oc(-c2ccccc2Cl)nc1CN(Cc1ccccn1)C[C@@H]1CCC(=O)N1,4,1,-2.7,5,1,-1,-2,1,9
Nc1nonc1-n1nnc(C(=O)N/N=C/c2cccnc2)c1CSc1ccccc1,-4,0,-1.4,-9,25,0,-7,-2,1
CS(=O)(=O)c1ccc2nc(NC(=O)c3ccc(NS(=O)(=O)c4ccc(F)c(F)c4)cc3)sc2c1,1,-26,0.3,1,3,-55,-37,0,-31
Cc1cc(C)c(-c2csc(NC(=O)C3=COCCO3)n2)c(C)c1,0,-6,-0.1,6,8,-4,6,2,4
CN(CC(=O)Nc1ccccc1C(=O)NC1CC1)Cc1ccc(N(C)C)cc1,0,4,/,5,7,-2,/,-6,1
COc1ccc(NS(=O)(=O)c2ccc(NC(=S)NC(=O)c3cccnc3)cc2)nn1,4,9,0.9,2,0,-5,2,/,12
Cc1ccc(OCCCC(=O)Nc2nc3ccccc3[nH]2)cc1,2,3,0.9,6,4,1,0,7,6
O=C(CN(C(=O)CCC(=O)Nc1ccccn1)c1ccc2c(c1)OCCO2)NCCc1ccccc1,-2,7,0.6,7,10,3,-4,-2,4
CC1CCCN(C(=O)c2sc3cc([N+](=O)[O-])ccc3c2Cl)C1 (configuration not stated),14,5,-0.4,1,-8,9,2,2,6

# Screening results deposited in PubChem by several laboratories.

# A portion of the library; rates above refer to the full screens.
